STAT1 blocker: STAT1 signaling inhibition; AID 920; 200,000 compounds, 0.35% hits; inhibition, % at 5.5 µM; NIH 3T3 STAT1-luciferase reporter, IFN-gamma, luminescence;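 active means inhibition above a set limit, the mean inhibition across all tested compounds plus 3 SD, cut at about 34% in these data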;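 further: 0% = IFN-gamma with DMSO and 100% = IFN-gamma with 300 µM nifuroxazide; values of inactives mirror those of a sister screen read the other way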
Hsp70 activator: transcriptional activators of Hsp70; HeLa Hsp70 promoter luciferase reporter, luminescence; scaled: vehicle 0, proteasome-inhibitor control 100%; AID 1203; activation, % at 10 µM; 200,000 compounds, 0.04% hits;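 active means activation above the mean across all tested compounds plus 3 SD, cutoff set per campaign, cut at about 5.5% in these data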;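 further: 100% = MG132 at 30 µM as the positive control and 0% = DMSO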
FLuc inhib CS: inhibits firefly luciferase, flagging false hits in luciferase inhibition screens. AID 1006. inhibition, % at 10 µM. P08659. 200,000 compounds, 1.5% hits. ATPLite firefly luciferase biochemical luminescence, 10 min;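 active means inhibition above about 50% when tested at 10 µM, limit read from the data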
Target sequence (P08659 whole entry, looked up): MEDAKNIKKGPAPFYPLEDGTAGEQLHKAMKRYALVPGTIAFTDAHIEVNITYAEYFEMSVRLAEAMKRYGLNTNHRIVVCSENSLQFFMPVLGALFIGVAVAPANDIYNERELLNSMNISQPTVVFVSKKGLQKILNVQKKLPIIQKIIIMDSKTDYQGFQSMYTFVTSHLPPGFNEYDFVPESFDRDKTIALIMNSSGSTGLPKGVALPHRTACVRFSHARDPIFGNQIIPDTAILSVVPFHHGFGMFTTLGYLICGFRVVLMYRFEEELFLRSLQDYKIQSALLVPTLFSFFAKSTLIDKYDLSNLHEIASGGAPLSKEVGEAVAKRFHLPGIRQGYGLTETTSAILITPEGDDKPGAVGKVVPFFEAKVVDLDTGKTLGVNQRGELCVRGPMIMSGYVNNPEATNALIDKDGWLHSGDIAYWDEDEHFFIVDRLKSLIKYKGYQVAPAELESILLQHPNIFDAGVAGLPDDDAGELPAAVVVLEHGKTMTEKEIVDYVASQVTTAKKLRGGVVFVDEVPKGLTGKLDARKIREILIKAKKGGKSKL
APP 5'UTR act: APP 5'UTR luciferase reporter activation; AID 1276; activation, % at 2 µM; SH-SY5Y APP 5'UTR luciferase reporter, luminescence; zero percent = DMSO vehicle wells; 190,000 compounds, 1% hits;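 active means activation above a set limit, based on mean plus 3 SD of controls, cut at about 140% in these data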; further: values of inactives mirror those of a sister screen read the other way
NF-kB neuron act: compounds increasing NF-kB expression in human neuronal cells | NF-kB reporter expression; hits give high values | fold change at 12.5 µM | 190,000 compounds, 1.6% hits | AID 1239; in the data active means fold change above about 3.3
STAT3 activator: increases IL-6 driven STAT3 reporter signal | U3A cells, IL-6 STAT3-luciferase reporter, luminescence; 100% = signal with IL-6 EC80 alone | 190,000 compounds, 0.91% hits | activation (% of control), % at 5.6 µM | AID 871;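 active means activation above the screen-wide mean of compound activation plus 3 SD, cut at about 130% in these data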;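 further: 0% = background luminescence of wells with medium and substrate only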
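Assay system – human STAT1-deficient U3A cells with stable STAT3-luciferase reporter · Also added – IL-6 (33 ng/mL) · Schedule – compound 1 h, then IL-6 6 h at 37 °C · Technique – reporter luminescence signal · Evaluation – % activation versus median of IL-6-stimulated wells · Benchmarks – IL-6-only wells as 100% reference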
RAM inhibit: inhibitors of the yeast RAM network; S. cerevisiae dse1pr::URA3 reporter, 5-FOA growth OD615, 2 d; analog-sensitive cbk1-as2 kinase mutant strain; inhibition, % at 50 µM; 190,000 compounds, 1.8% hits; AID 868;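 active means inhibition above a set limit, 3 SD over mean compound inhibition, cut at about 8.4% in these data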;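 further: 0% = DMSO-only wells with no growth and 100% = 10 µM 1-NA-PP1 full growth; inhibition rescues growth on 5-FOA so higher OD means more RAM inhibition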
STAT1 activator: activators of IFN-gamma induced STAT1 signaling; NIH 3T3 STAT1-luciferase reporter, luminescence; 100% = IFN-gamma alone, no compound; activation (% of control), % at 5.5 µM; 200,000 compounds, 2.6% hits; AID 932;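 active means activation above the screen-wide mean activation plus 3 SD, cut at about 130% in these data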;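 further: raw ratio to IFN-gamma control signal so 100% means no change and 0% no light; values of inactives mirror those of a sister screen read the other way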
APP 5UTR inh: APP translation inhibition; SH-SY5Y APP 5'UTR-luciferase reporter, luminescence; 190,000 compounds, 0.82% hits; inhibition, % at 2 µM;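 active means inhibition above a set limit, derived from the sample mean plus 3 SD, cut at about 45% in these data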; further: values of inactives mirror those of a sister screen read the other way
STAT3 blocker: inhibitors of IL-6 induced STAT3 signaling | U3A cells, IL-6 STAT3-luciferase reporter, luminescence; host cell line lacks STAT1 | inhibition, % at 5.5 µM | 190,000 compounds, 0.89% hits | AID 862;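 active means inhibition above the mean inhibition across all screened compounds plus 3 SD, cut at about 44% in these data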;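 further: 0% = DMSO only wells and 100% = 100 µM nifuroxazide control wells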
* hit, by the source's call; · = not tested or not shown. Compounds were not picked by outcome; about 7.7% have a hit in one of these screens.

Values run as follows: STAT1 blocker	Hsp70 activator	FLuc inhib CS	APP 5'UTR act	NF-kB neuron act	STAT3 activator	RAM inhibit	STAT1 activator	APP 5UTR inh	STAT3 blocker
> COC(=O)CS(=O)(=O)c1cc([N+](=O)[O-])ccc1NC(=O)OC
 : 5	-0.2	-4	-18	1.1	105	3.0	94	18	-3
> Cc1nnc(SCc2ccc(F)cc2Cl)s1
 : -26	1.7	8	55	2.1	104	1.1	123	-55	-1
> O=C(CCCO)CCCCCCCCC[C@H]1N[C@H](CO)[C@@H](O)[C@@H]1O
 : 4	-0.1	-9	-6	0.9	104	0.1	97	6	-7
> O=C(CCN1C(=O)C2C3C=CC(C3)C2C1=O)N1CCCCC1 (stereo not drawn)
 : -7	0.1	-8	-6	0.96	98	0.9	103	6	7
> COc1nc(N2CCCCCC2)nc(N2CCCCCC2)n1
 : -9	-0.1	-8	-3	1	101	0.9	108	3	1
> CCOc1ccc(-c2n[nH]c(C)c2-c2ccccn2)c(O)c1
 : 0	-0.4	-4	6	1.1	103	-0.2	100	-6	-4
> CC(=O)Oc1ccc(N2C(=O)CC(N3CCOCC3)C2=O)cc1 (stereo not drawn)
 : 4	0.0	-10	-19	0.88	96	1.0	95	19	10
> N#Cc1ccccc1CSc1nc2ncc(Br)cc2[nH]1
 : 4	-0.1	-7	-20	1.4	98	2.0	97	20	7
> Cc1ccc(NC(=S)/C(=C(\[O-])c2ccc(Cl)s2)[n+]2cccc(CO)c2)cc1C
 : -2	-0.2	-6	16	0.99	107	0.5	102	-16	-6
> O=C(COC(=O)c1ccc(S(=O)(=O)NCc2ccco2)cc1)NC1CCCCCC1
 : -3	-0.2	3	1	1.2	102	2.7	102	-1	-2
> CC1(C)CC(=O)C2=C(C1)OC1=C(C(=O)CC(C)(C)C1)C2c1ccc(O)cc1O
 : -16	2.5	4	-41	6.2*	99	1.7	114	41	5
> O=C(Nc1cccc(Cl)c1Cl)C1CCN(c2ncccn2)CC1
 : -1	-0.1	-8	23	0.87	88	1.1	101	-23	17
> Cc1ccc(N(CC(=O)NCc2ccc3c(c2)OCO3)S(=O)(=O)c2c(C)noc2C)cc1
 : 8	-0.2	0	-7	0.96	103	3.2	93	7	2
> COc1ccc(C(=O)C2CCCN(Cc3nc4ccccc4nc3C)C2)cc1OC (stereo not drawn)
 : 3	-0.4	-5	9	·	108	1.1	95	-9	-4
> O=C(CO/N=C\c1ccccc1)Nc1ccccc1C(=O)N1CCOCC1
 : 20	-0.5	-7	-10	1.1	96	1.3	83	10	8
> O=S(=O)(NCCc1csc(-c2cccnc2)n1)c1ccc2c(c1)OCCO2
 : 4	-0.2	-10	2	0.98	91	-0.3	96	-2	16
> O=[N+]([O-])C(/C=C(\Cl)[N+](=O)[O-])=C1N(Cc2ccc(Cl)nc2)CCN1Cc1ccc(Cl)nc1
 : 9	-0.1	-2	-21	0.88	106	4.6	95	21	2
> CCOC(=O)C1CCN(C(=O)c2cc3c(=O)n4ccccc4nc3n2C)CC1
 : 5	0.0	-4	0	1.4	104	-0.9	96	0	-6
> O=C(c1cc(=O)c2ccccc2o1)N1CCN(c2ccccc2)CC1
 : -1	-0.3	-9	-17	1.4	100	-0.7	103	17	4
> Cc1c(C)n(CCC#N)c2ccc(Cl)cc12
 : 5	-0.3	-7	-4	1.1	101	-0.9	96	4	-1
> Cc1ccc(SC/C(O)=C(\C#N)c2nc3ccccc3s2)cc1
 : -7	-0.4	0	-7	0.93	103	6.6	104	7	-2
> NCCCCCc1nnc(SCC(=O)Nc2cccc(Cl)c2)o1
 : 2	-0.3	-4	-15	0.99	93	-0.4	98	15	10
> O=C(CNC(=O)c1cccs1)OCC(=O)c1ccc(Br)cc1
 : -7	-0.4	-8	-3	1.2	100	2.5	107	3	3
> Cc1c(C(=O)N2CCOCC2)[nH]c2c1C(=O)CC(c1ccc(Cl)cc1)C2 (stereo not drawn)
 : 9	-0.5	-3	1	0.87	90	-0.4	92	-1	15
> Cc1nc2ccc(NC(=O)c3ccco3)cc2s1
 : -30	-0.2	29	69	1.1	90	-1.8	126	-69	14
> CC1CCCC(C)N1C(=O)COC(=O)c1cc(Br)ccc1Cl (stereo not drawn)
 : 6	-0.4	-2	22	1.1	92	-0.9	93	-22	19
> Cc1nonc1C1CCCN1Cc1cn[nH]c1-c1ccc(-c2ccccc2)cc1 (stereo not drawn)
 : -6	-0.1	0	14	0.86	101	0.5	105	-14	10
> CCCOc1cc(C)c(S(=O)(=O)N2CCN(C)CC2)cc1C
 : 1	-0.4	-5	6	1.1	96	-0.9	99	-6	9
> COc1ccc(C)cc1NC(=O)COC(=O)c1ccc(OCc2ccc(Cl)cc2Cl)c(OC)c1
 : 1	-0.2	-1	15	1	108	5.3	99	-15	-12
> Cn1c(-c2ccc(F)cc2)cnc1NCc1cc2c(cc1[N+](=O)[O-])OCO2
 : -7	-0.1	2	10	1.2	92	0.7	106	-10	8

(listing goes on)
| Compound | STAT1 blocker | Hsp70 activator | FLuc inhib CS | APP 5'UTR act | NF-kB neuron act | STAT3 activator | RAM inhibit | STAT1 activator | APP 5UTR inh | STAT3 blocker |
| --- | --- | --- | --- | --- | --- | --- | --- | --- | --- | --- |
| Cc1cc(C(=O)CSc2cccc[n+]2[O-])c(C)n1-c1ccccc1 | 11 | -0.2 | 80* | 149* | 3.8* | 68 | 0.4 | 90 | -149 | 42 |
| CC1(C)SC(=S)N(/N=C/c2ccc(O)cc2)C1N(O)C(=O)Nc1ccc([N+](=O)[O-])cc1 (stereo not drawn) | 3 | -0.4 | -9 | 9 | 1.2 | 95 | 2.7 | 97 | -9 | 10 |
| COc1cc(C(=O)Nc2ccc(C(N)=O)cc2)c([N+](=O)[O-])cc1OC | -1 | 0.7 | 1 | 10 | · | 91 | 2.8 | 99 | -10 | 15 |
| O=S(=O)(Nc1cccc2c1CCCC2)c1ccc(Cl)cc1 | -4 | -0.1 | 0 | 24 | 1 | 107 | 9.2* | 103 | -24 | -3 |
| COc1ccccc1CNC(=O)C1CC(c2cccc([N+](=O)[O-])c2)=NO1 (stereo not drawn) | 5 | 0.0 | -2 | 4 | 1 | 101 | -1.2 | 95 | -4 | 4 |
| CCN(CC)C(=O)C1CCCN(c2ccc([N+](=O)[O-])cc2/C=N/NC(=O)c2cccc(O)c2)C1 (stereo not drawn) | -9 | 0.0 | -2 | 21 | 0.51 | 107 | 1.1 | 108 | -21 | -9 |
| CNC(=O)C1CC(=O)N/C(=N/N=C(\C)c2cccs2)S1 (stereo not drawn) | 1 | -0.2 | -2 | -3 | 0.87 | 103 | -0.9 | 99 | 3 | 1 |
| COc1cc(C(O)P(=O)(OC(C)C)OC(C)C)cc(OC)c1OC (stereo not drawn) | -4 | -0.1 | -3 | 13 | 0.85 | 98 | -2.0 | 103 | -13 | 5 |
| CC(C)CCN=CC1=C(O)CC(c2ccccc2)CC1=O (stereo not drawn) | -22 | -0.1 | -6 | 11 | 1.1 | 108 | 0.7 | 118 | -11 | -3 |
| O=C(COc1ccc(S(=O)(=O)N2CCCC2)cc1Cl)NC1CCCC1 | -4 | -0.4 | -4 | 4 | 1 | 111 | -0.5 | 103 | -4 | -17 |
| COc1ccc(CCNC(=O)CCCCn2c(=O)[nH]c3ccccc3c2=O)cc1OC | 5 | -0.1 | -7 | 31 | 0.85 | 93 | 3.0 | 95 | -31 | 11 |
| Cc1ccc(C(=O)N2CCN(c3ccc(C(F)(F)F)cn3)CC2)c(C)c1 | 10 | 0.0 | -5 | -12 | 0.92 | 89 | -0.6 | 90 | 12 | 16 |
| COc1cc(/C=N/N=C2/NC(=O)C(CC(=O)O)S2)ccc1OCc1ccc(Cl)cc1 (stereo not drawn) | -33 | 0.0 | -3 | 84 | 2.5 | 107 | 0.2 | 130* | -84 | -6 |
| CC(=O)c1ccc(Oc2cc(C(F)(F)F)cnc2C(N)=O)cc1 | 5 | -0.3 | 1 | 5 | 1.2 | 100 | 1.9 | 95 | -5 | 5 |
| COCCCNC(=S)NCCNc1nc2cc(C)cc(C)c2cc1C#N | -1 | 0.0 | -2 | -9 | 0.67 | 73 | 0.7 | 100 | 9 | 37 |
| Cc1ccc(C)c(N2CCN(C(=O)Cc3cn(C)c4ccccc34)CC2)c1 | 2 | -0.3 | -12 | -1 | 0.9 | 97 | 0.3 | 98 | 1 | 6 |
| COc1cc(/C=C(\C#N)c2nc3c(s2)CC(C)CC3)ccc1O (stereo not drawn) | -30 | 0.0 | 30 | 76 | 1 | 109 | 8.2 | 126 | -76 | -10 |
| CC(NC(=O)c1ccc(=O)oc1)c1ccccc1 (stereo not drawn) | -1 | -0.2 | -8 | 7 | 1.2 | 100 | 1.8 | 100 | -7 | 6 |
| Cc1ccc(Oc2ccc(NC(=O)CSc3n[nH]c(N)n3)cc2)cc1 | 4 | -0.2 | -5 | -2 | 0.78 | 98 | 0.7 | 96 | 2 | 2 |
| CCC(C)(C(=O)NC1CCCCC1)N(CC1CCCO1)C(=O)CNC(=O)c1ccccc1 (stereo not drawn) | 3 | -0.1 | -2 | 5 | 0.93 | 97 | -0.7 | 97 | -4 | 8 |
| O=c1oc2cc(O)ccc2c2c1CCCC2 | -4 | 0.0 | -8 | 15 | 1 | 90 | 0.5 | 104 | -15 | 15 |
| COc1cccc(N2CCN(Cc3nnnn3C3CCCCC3)CC2)c1 | -4 | -0.1 | -1 | -17 | 0.83 | 103 | 1.1 | 102 | 17 | 3 |
| Cc1cc(N2CCOCC2)nc2cc(O)ccc12 | -4 | 0.2 | 7 | 34 | 1.8 | 109 | -0.1 | 104 | -34 | -11 |
| O=C(CCn1nc(-c2ccccc2)ccc1=O)N1CCCC1 | -5 | -0.1 | -4 | 2 | 1.5 | 104 | -0.2 | 105 | -2 | -3 |

Reformatted with each value named: part of the list above
CC(NC(=O)c1ccc(=O)oc1)c1ccccc1 (stereo not drawn)
- STAT1 blocker: -1
- Hsp70 activator: -0.2
- FLuc inhib CS: -8
- APP 5'UTR act: 7
- NF-kB neuron act: 1.2
- STAT3 activator: 100
- RAM inhibit: 1.8
- STAT1 activator: 100
- APP 5UTR inh: -7
- STAT3 blocker: 6

O=C(COc1ccc(S(=O)(=O)N2CCCC2)cc1Cl)NC1CCCC1
- STAT1 blocker: -4
- Hsp70 activator: -0.4
- FLuc inhib CS: -4
- APP 5'UTR act: 4
- NF-kB neuron act: 1
- STAT3 activator: 111
- RAM inhibit: -0.5
- STAT1 activator: 103
- APP 5UTR inh: -4
- STAT3 blocker: -17

Cc1ccc(C(=O)N2CCN(c3ccc(C(F)(F)F)cn3)CC2)c(C)c1
- STAT1 blocker: 10
- Hsp70 activator: 0.0
- FLuc inhib CS: -5
- APP 5'UTR act: -12
- NF-kB neuron act: 0.92
- STAT3 activator: 89
- RAM inhibit: -0.6
- STAT1 activator: 90
- APP 5UTR inh: 12
- STAT3 blocker: 16

Cc1ccc(Oc2ccc(NC(=O)CSc3n[nH]c(N)n3)cc2)cc1
- STAT1 blocker: 4
- Hsp70 activator: -0.2
- FLuc inhib CS: -5
- APP 5'UTR act: -2
- NF-kB neuron act: 0.78
- STAT3 activator: 98
- RAM inhibit: 0.7
- STAT1 activator: 96
- APP 5UTR inh: 2
- STAT3 blocker: 2
